Screening results: PubChem BioAssay, National Center for Advancing Translational Sciences (NCATS)
PLK1 PBD block: blocks phosphopeptide binding to human PLK1 polo-box domain | 360,000 compounds, 2.8% hits | P53350 | Plk1 PBD binding of FITC phosphopeptide, fluorescence polarization | Potency, µM, without a hit: max response, negative = inhibition, hits mostly inhibitors; further: potency means the concentration at half of the fitted maximal effect; series mostly up to about 57 µM; on the % scale 0 is the no-effect control and ±100 the full control effect; nearly all actives have a fitted effect of over 65% in size
WRN helicase inh: WRN helicase (human) inhibition; AID 651768; WRN helicase unwinding, fluorescent forked duplex, kinetic; Potency, µM (series often up to 114 µM), for the others: at the top dose activity change, negative = inhibition, actives largely listed as inhibitors; 360,000 compounds, 0.46% hits; Q14191; further: potency means the concentration at half of the fitted maximal effect; on the % scale 0 is the no-effect control and ±100 the full control effect; nearly all actives have a fitted effect of over 55% in size
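Enzyme (20 nM final) and test compound sit together 15 min at room temperature before substrate addition. Substrate is a single-forked duplex oligonucleotide (100 nM) labelled with fluorophore and quencher, with 2 mM ATP; helicase unwinding raises red fluorescence, read kinetically.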
IL2 activator: IL-2 activation. IL-2 activation reporter assay, cell-based qHTS; stimulated with anti-CD3/CD4/CD28 beads; in transgenic mouse T cells. 360,000 compounds, 0.065% hits. AID 652025. activation, % (series mostly up to about 46 µM); in the data active means activation above about 50%; inconclusive means mostly about 30% to 49%; further: 0% is about no effect
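Screening format: compound pinned onto unstimulated transgenic mouse T cells, 60 min incubation, then anti-CD3/anti-CD4/anti-CD28 bead stimulation for 18 hours at 37 degrees C, followed by EGFP and DsRed detection.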
Abeta rescue: restores growth of yeast expressing A-beta42 peptide; AID 1347071; 410,000 compounds, 0.063% hits; Potency, µM (highest dose often 46.1 µM), for the others: at the top dose growth rescue, most hits filed as activators; yeast expressing A-beta42, growth rescue, OD600, 48 h; response scale: 0% DMSO, 100% iron-clioquinol control; further: potency means the concentration at half of the fitted maximal effect; nearly all actives have a fitted effect of over 55% in size
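Yeast A-beta toxicity model in growth medium with pinned compounds, 48 h at 30 C; growth read as absorbance at 600 nm. Normalized to FeCl3/clioquinol equimolar mix (positive) and DMSO (negative).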
EPAC1 antagonist: blocks human EPAC1 exchange factor; O95398; EPAC1 GEF assay, Rap1b-BODIPY-GDP exchange fluorescence; Potency, µM (titrated, usually from 115 µM), for the others: top-dose activity change, negative = inhibition, usual class: inhibitors; 360,000 compounds, 0.14% hits;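 further: potency means the concentration at half of the fitted maximal effect; plate controls were vehicle for no effect and positive control for full effect; nearly all actives have a fitted effect of over 50% in size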
Target sequence (O95398 whole entry, looked up): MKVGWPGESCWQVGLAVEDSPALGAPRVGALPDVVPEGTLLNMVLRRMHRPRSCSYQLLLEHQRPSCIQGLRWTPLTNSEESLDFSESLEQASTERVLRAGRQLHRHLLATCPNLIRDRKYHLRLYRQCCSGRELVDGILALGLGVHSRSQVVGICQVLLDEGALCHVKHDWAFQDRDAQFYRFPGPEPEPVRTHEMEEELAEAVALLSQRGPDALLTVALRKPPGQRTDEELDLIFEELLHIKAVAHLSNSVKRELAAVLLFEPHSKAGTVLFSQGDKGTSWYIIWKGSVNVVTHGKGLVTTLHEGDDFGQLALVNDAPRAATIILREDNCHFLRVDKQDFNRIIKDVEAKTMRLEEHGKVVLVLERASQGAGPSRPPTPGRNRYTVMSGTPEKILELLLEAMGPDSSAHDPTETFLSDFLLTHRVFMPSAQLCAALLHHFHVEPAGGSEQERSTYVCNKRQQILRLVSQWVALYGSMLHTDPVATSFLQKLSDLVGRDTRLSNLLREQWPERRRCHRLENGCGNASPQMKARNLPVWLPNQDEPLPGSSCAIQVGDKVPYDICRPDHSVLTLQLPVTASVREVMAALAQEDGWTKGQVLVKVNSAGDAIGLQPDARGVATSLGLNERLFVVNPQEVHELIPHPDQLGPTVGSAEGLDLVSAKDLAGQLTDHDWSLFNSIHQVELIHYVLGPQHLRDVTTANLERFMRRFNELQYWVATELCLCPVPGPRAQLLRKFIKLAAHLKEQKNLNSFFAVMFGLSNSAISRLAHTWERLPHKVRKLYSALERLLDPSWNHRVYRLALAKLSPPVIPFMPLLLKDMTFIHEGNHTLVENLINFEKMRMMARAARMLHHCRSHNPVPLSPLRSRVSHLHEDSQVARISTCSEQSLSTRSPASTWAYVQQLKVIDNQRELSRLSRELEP
FUS suppressor: FUS proteinopathy suppression in yeast; S. cerevisiae FUS-expressing, growth rescue, OD600, 24 h; Potency, µM (titrated, usually from 76.6 µM), inactives show top-dose growth rescue (activation), usual class: activators; 390,000 compounds, 0.24% hits; AID 1347120;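 further: potency means the concentration at half of the fitted maximal effect; plate controls were DMSO vehicle for no effect and reference control for full effect; nearly all actives have a fitted effect of over 55% in size; some results filed as inactive show a strong effect at the top dose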
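Toxicity suppression screen in FUS-yeast. Cells induced with 2% galactose, starting OD 0.005, treated 24hr at 30C with compounds at multiple final concentrations; growth by OD600.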
EPAC1 agonist: activates human EPAC1 exchange factor | 360,000 compounds, 0.073% hits | O95398 | AID 720707 | Potency, µM (titrated, usually from 154 µM), without a hit: at the top dose activation, hits mostly activators | EPAC1 agonist qHTS, biochemical assay; response scale: 100% = response to 6.5 mM cAMP; further: potency means the concentration at half of the fitted maximal effect; nearly all actives have a fitted effect of over 60% in size
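Compounds were pinned as a concentration titration into mixtures of EPAC1 (100 nM), BODIPY-GDP-loaded Rap1B (250 nM) and GDP (50 uM). After 5 min at room temperature, fluorescence was followed for 30 min; activity was scaled to 6.5 mM cAMP.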
PI5P4K alpha inh: inhibitors of human PI5P4K alpha. PI5P4Kalpha enzyme, ADP-Glo luminescence, 60 min; active compounds read low. max response, %. 330,000 compounds, 1.2% hits. AID 652105; active means max response of -50% or lower; inconclusive means between -30% and -50%; inactive means -30% or higher; further: value at the top dose of about 77 µM; on the % scale 0 is the no-effect control and ±100 the full control effect
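ADP-Glo luminescence end-point read after a 60 min room-temperature kinase reaction of PI5P4Kalpha plus substrate, initiated with ATP at 5 microM final. Buffer: 0.038 M HEPES pH 7.4, EGTA, 0.1% CHAPS, 5% DMSO.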
* hit, by the source's call; ? = inconclusive; . = no result given; [ ] = remark or other dose. Unless noted, the call rests on the fitted dose curve; in most records, active means well fitted curve in the direction sought with a large enough effect; inconclusive means small, poorly fitted or top-dose-only effect, or another doubt; inactive means no such curve, though single readings can be large; an effect the other way counts as inactive or inconclusive. An unsorted share of the library; overall some 4.1% were active at least once.

cpd	Structure	PLK1 PBD block	WRN helicase inh	IL2 activator	Abeta rescue	EPAC1 antagonist	FUS suppressor	EPAC1 agonist	PI5P4K alpha inh
1	Cc1cc(C)nc(Nc2n[nH]c(COc3cccc4ccccc34)n2)n1	-6%	3%	0.1	-6%	-2%	.	1%	-2
2	CCC1(C)Cc2c(sc3nc4n(c(=O)c23)CCS4)CO1 (stereo not drawn)	-2%	-3%	0.5	-13%	-4%	-8%	0%	0
3	COc1ccnc(Oc2ccccc2)c1C(=O)N/C=N/OCc1ccccc1	-4%	-2%	0.4	-7%	?	?	6%	0
4	O=c1c[n+]([O-])c2ccccc2n1OCc1c(F)cccc1F	-13%	-6%	-0.1	-12%	5%	2%	-9%	-4
5	O=C(c1ccc(S(=O)(=O)N2CCCC2)cc1)N(Cc1ccco1)C1CCS(=O)(=O)C1 (stereo not drawn)	-13%	-1%	-0.2	6%	?	-15%	0%	4
6	Cc1cc(C)c(C(=O)COC(=O)C2CC3CCCC(C2)C3=O)c(C)c1 (stereo not drawn)	-4%	5%	-3.8	24%	-4%	12%	0%	0
7	Cc1ccc(-n2ncc3c2CCCC3NC(=O)c2cnccn2)cc1C (stereo not drawn)	-2%	-29%	-4.3	0%	4%	.	0%	3
8	OCCN1CCN(Cc2cccc(Oc3ccc(Cl)cc3)c2)CC1	0%	-1%	-2.5	10%	-1%	-5%	-2%	.
9	C=C(C)CSCc1nc2ccccc2[nH]1	-3%	-13%	0.7	15%	-27%	-16%	6%	2
10	CCCCCOC(=O)Cc1c(C)nc(-c2ccccc2)[nH]c1=O	-11%	-3%	0.1	11%	-13%	-7%	1%	1
11	Cc1onc(NC(=O)NC(=O)c2c(Cl)cccc2Cl)c1Br	-8%	4%	-0.6	5%	0%	10%	3%	1
12	Cc1nn(C)c(NC(=O)c2ccccc2Cl)c1Br	5%	1%	2.3	-7%	6%	-8%	3%	-5
13	Cc1ccc(C(=O)N2CCN(C(=O)c3ccccc3)C2c2ccc(N(C)C)cc2)cc1 (stereo not drawn)	-7%	-2%	0.0	10%	-1%	.	5%	2
14	CCCCCCn1c(SCCOC)nc2c1c(=O)[nH]c(=O)n2C	-12%	1%	-2.6	-8%	22%	24%	-24%	-2
15	CC(C)C(=O)N1CCC(c2nc(-c3ccc(S(=O)(=O)N4CCN(C)CC4)cc3)no2)CC1	4%	7%	-1.8	4%	9%	0%	0%	-2
16	Fc1ccccc1C1c2cccn2CCN1C(=S)Nc1ccc(Br)cc1 (stereo not drawn)	-1%	-14%[57.1 µM]	-1.0	?	-18%	37%	7%	9
17	O=Cc1cccn1-c1nccc(-c2ccco2)n1	-1%	1%[57.1 µM]	1.1	5%	-11%	29%	-1%	2
18	O=C(O)CCCn1cc(NC(=O)COc2ccccc2)cn1	-14%	5%	-2.2	5%	-18%	10%	3%	-2
19	COc1ccc(Cc2nnc(N/N=C/c3ccc(N(C)C)cc3)[nH]c2=O)cc1OC	-10%	-10%	2.1	-12%	0%	16%	-1%	1
20	CCOc1ccc(NC(=O)CSc2nnc(Cn3c(=O)sc4ccccc43)n2C)cc1	-3%	8%	-1.5	5%	-11%	-3%	-1%	-2
21	COc1ccccc1NS(=O)(=O)c1ccc(NC(=O)c2nc3ncccn3n2)cc1	3%	-8%	-3.7	-4%	15%	.	-7%	-2
22	Cc1ccc(/C=N/NC(=O)c2cc(C)oc2C)o1	-7%	-5%	0.4	-4%	8%	-10%	1%	6
23	COc1ccc(OC)c(-c2csc(N(Cc3ccco3)C(=O)c3ccco3)n2)c1	-9%	?	1.4	-18%	?	29%	5%	15
24	CC(NC(=O)COc1ccccc1)C(=O)NC1=NCCS1 (stereo not drawn)	-8%	-11%	-0.1	-30%	17%	-5%	-2%	.
25	CS(=O)(=O)Cc1cc(Sc2ccccc2)nc(-c2ccncc2)n1	-18%	5%	0.9	4%	9%	11%	15%	-5

Single records (already shown).
`Fc1ccccc1C1c2cccn2CCN1C(=S)Nc1ccc(Br)cc1` (stereo not drawn) in the list: PLK1 PBD block = -1%; WRN helicase inh = -14%[57.1 µM]; IL2 activator = -1.0; Abeta rescue = ?; EPAC1 antagonist = -18%; FUS suppressor = 37%; EPAC1 agonist = 7%; PI5P4K alpha inh = 9
`Cc1nn(C)c(NC(=O)c2ccccc2Cl)c1Br` in the list: PLK1 PBD block = 5%; WRN helicase inh = 1%; IL2 activator = 2.3; Abeta rescue = -7%; EPAC1 antagonist = 6%; FUS suppressor = -8%; EPAC1 agonist = 3%; PI5P4K alpha inh = -5

Next part.
cpd	Structure	PLK1 PBD block	WRN helicase inh	IL2 activator	Abeta rescue	EPAC1 antagonist	FUS suppressor	EPAC1 agonist	PI5P4K alpha inh
26	Cc1sc2ncnc(SCC(=O)Nc3cccc(S(N)(=O)=O)c3)c2c1C	-23%	-4%	0.2	-1%	-28%	29%	10%	-3
27	CS(=O)(=O)c1ccc(Cl)c(NC(=O)c2cc(S(=O)(=O)N3CCOCC3)ccc2N2CCCC2)c1	-9%	-3%	-3.8	10%	-7%	24%	1%	-8
28	CC1CCN(c2cc(=O)n(C3CCCCC3)c(=O)[nH]2)CC1	-4%	5%	-1.8	2%	4%	-16%	-7%	3
29	Cc1ccc(OC/C(=N\O)C(C)(C)C)c([N+](=O)[O-])c1	-5%	-11%	-4.2	-38%[inhibitor]	-4%	-2%	0%	0
30	O=C(c1cc(-c2ccccc2)on1)N1CCCCCC1	-6%	-35%	-6.4	-18%	?	17%	1%	5
31	C=CCNC(=O)C(C)N1C(=O)c2ccccc2C1=O (stereo not drawn)	-3%	-3%	-0.2	9%	0%	23%	3%	.
32	CCCC(=O)N(CCc1ccc(OC)cc1)Cc1nc2ccccc2c(=O)[nH]1	-5%	-5%	-2.1	24%	-15%	5%	10%	.
33	COc1ccccc1NC(=O)Nc1ccc(-n2ccc(C(F)(F)F)n2)cc1	2%	-5%	-3.2	8%	-17%	58%	-6%	6
34	CSc1ccccc1OCc1cc(C(=O)N(C)Cc2c(C)n[nH]c2C)no1	-12%	-22%	0.4	15%	2%	15%	4%	2
35	CCn1nnnc1SCC(=O)Nc1ccc(OC)cc1	-1%	3%	0.0	-6%	12%	10%	3%	-1
36	O=C(c1noc2c1CCCCC2)N1CCN(C(c2ccccc2)c2ccccc2)CC1	-2%	4%	-0.4	5%	6%	-11%	12%	2
37	Cc1cccc(NC(=O)Cn2c(O)c(N=NC(=O)c3ccccc3O)c3ccccc32)c1	?	?	3.1	8%	56µM*	29%	-28%	-4
38	O=C(CN1CCOCC1)NN=C(c1ccccc1)c1ccccc1	-2%	13%	-2.8	1%	3%	-33%	-4%	-4
39	CCCOc1cc(C)c(S(=O)(=O)n2nnc3ccccc32)cc1C	-3%	3%	0.4	6%	4%	26%	8%	.
40	CCNC(=S)N1C2CCC1CC(NC(=O)NC1CCCCC1)C2 (stereo not drawn)	-2%	-2%	-0.8	0%	3%	2%	6%	.
41	COc1ccc(C2SCCN2S(=O)(=O)c2ccccc2)cc1 (stereo not drawn)	-9%	-1%	1.0	-21%	-26%	30%	17%	9
42	COc1ccc(OC)c(C2NC(=S)NC(C)=C2C(=O)Nc2ccccn2)c1 (stereo not drawn)	?	23%	-1.5	-8%	-10%	16%	-6%	-16
43	COc1ccc(C(=O)Nc2c(C)csc2C(=O)O)cc1	-12%	3%	-0.6	-10%	10%	0%	1%	0
44	COC(=O)Cn1c(O)c(N=NC(=O)OC)c2ccccc21	-13%	-9%	-0.6	-24%	-10%	6%	-5%	-2
45	NC(=O)COC(=O)CNC(=O)c1ccc(Cl)cc1	-24%	2%	3.4	-1%	-7%	2%	0%	3
46	Cc1cc(C)c(NC(=O)COC(=O)C2CCC(=O)N2)c(C)c1 (stereo not drawn)	-6%	-5%	0.8	-19%	-20%	-6%	-5%	-7
47	O=C(Nc1cccc([N+](=O)[O-])c1)c1ccc2snnc2c1	-17%	6%	-2.5	-2%	9%	-3%	12%	0
48	Cc1cc(NC(=O)c2nn(C)c(C)c2[N+](=O)[O-])no1	0%	2%	-0.5	10%	6%	0%	-1%	.
49	Cc1ccc(NC(=O)C2(C)CCN2C(=O)Cc2ccccc2Cl)cc1C (stereo not drawn)	-9%	-6%	0.5	-5%	-12%	30%	-1%	10
50	CC12CCC(=O)N1C(C(=O)N1CCN(c3ccccc3)CC1)CS2 (stereo not drawn)	4%	-6%	-0.6	11%	4%	8%	-1%	2
51	Cc1cccc(N2C(=O)CC(Sc3nc(-c4ccccc4)c4cc(Cl)ccc4n3)C2=O)c1 (stereo not drawn)	-2%	-8%	-0.3	4%	-5%	4%	-1%	-2
52	N#Cc1c2c(c(=S)n(-c3ccccc3)c1N)CCCC2	2.7µM*	-28%	-0.8	-17%	14%	?	2%	-26
53	CC(C)(C)SCCNS(=O)(=O)c1ccc2ccccc2c1	-2%	-10%	3.0	2%	-4%	4%	18%	.
54	Cc1ccc(C)c(N2CCN(C(=O)CN3C(=S)NC(C)(C)CC3C)CC2)c1 (stereo not drawn)	3%	6%	-0.5	-10%	-8%	14%	-1%	-7
55	CCOc1ccc(-n2c(SCC(=O)O)nc3sc4c(c3c2=O)CCCC4)cc1	-29%	3%	-0.2	2%	5%	20%	9%	-2
56	CC12CN3CCN(CC(C3)/C1=N\NC(=O)Nc1cccc(Cl)c1)C2	-4%	-8%	0.5	-6%	-7%	5%	4%	4
57	COc1ccc(C(=O)NC(=S)N2CCOCC2)cc1Br	1%	8%	-4.1	22%	1%	0%	1%	-6
58	Cc1cccc(NC(=O)c2ccc3c(c2)C(=O)N(c2ccccn2)C3=O)c1C	-12%	-9%	-0.8	-5%	-4%	-4%	-4%	1
59	CC1(C)CC(=O)C(C(=O)Cc2ccccc2[N+](=O)[O-])C(=O)C1	-12%	6%	1.6	-4%	-3%	.	3%	-5
60	Cc1ccc(-c2cc(C(=O)N3CCCC(C(F)(F)F)C3)c3ccccc3n2)o1 (stereo not drawn)	-12%	-3%	-1.4	0%	-9%	8%	6%	1
61	CCC(=O)Nc1ccc(C(=O)OCc2ccccc2Cl)cc1	0%	-11%	0.5	-21%	-9%	.	-2%	22
